Assay outcomes as filed in PubChem.
proCasp3 act = procaspase-3 (human) activation. P42574. recombinant procaspase-3 D3A, Ac-DEVD-pNA absorbance 405 nm. activation, % at 8.5 µM. 0.11% of 330,000 active. AID 463141;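 active means activation above the mean of all tested compounds plus 3 SD, cut at about 21% in these data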;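 further: 0% = DMSO alone and 100% = DMSO wells spiked with extra 5 µM PC-3 D3A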
Target sequence (P42574 whole entry D9A/D28A/D175A): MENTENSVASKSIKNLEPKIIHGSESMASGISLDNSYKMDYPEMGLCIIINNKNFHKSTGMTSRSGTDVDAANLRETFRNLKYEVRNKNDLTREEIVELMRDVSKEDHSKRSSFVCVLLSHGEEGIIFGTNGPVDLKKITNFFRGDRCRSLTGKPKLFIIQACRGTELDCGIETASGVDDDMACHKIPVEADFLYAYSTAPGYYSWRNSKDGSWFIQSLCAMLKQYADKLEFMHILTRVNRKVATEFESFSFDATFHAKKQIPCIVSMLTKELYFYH
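Assay system – Procaspase-3 D3A mutant, all three cleavage aspartates alanine · Controls – DMSO-only low control, 5 µM PC-3 D3A high control · Schedule – 1 h compound preincubation, 2 h substrate hydrolysis at 25 °C · Signal – 405 nm absorbance of p-nitroaniline, reads at 0 and 120 min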
CIT2 TOR yeast = alters CIT2-GFP fluorescence in TOR pathway yeast screen. AID 2029. GFP response vs DMSO, % at 10 µM. 0.065% of 320,000 active. S. cerevisiae CIT2-GFP strain, flow cytometry, 3 h; 100 means same as DMSO wells;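 active means GFP response relative to DMSO above a set limit, near the screen mean plus 3 SD, cut at about 150% in these data; inconclusive means Fewer than 70 cells measured for a yeast strain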;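 further: ratio of well median GFP fluorescence to mean of DMSO wells on the plate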
MEP2 TOR yeast = yeast TOR pathway MEP2-GFP modulation | S. cerevisiae MEP2-GFP strain, flow cytometry GFP, 3 h; 100% = DMSO control level | GFP response vs DMSO, % at 10 µM | 0.51% of 330,000 active | AID 2016;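 active means GFP response versus DMSO above a set limit, roughly screen mean plus 3 SD, cut at about 180% in these data; inconclusive means fewer than 70 cells counted for a yeast strain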;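 further: median GFP fluorescence of the barcode-gated MEP2-GFP cells per well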
LAP4 TOR yeast = alters LAP4-GFP fluorescence in TOR pathway yeast screen; 0.34% of 320,000 active; S. cerevisiae LAP4-GFP multiplex, flow cytometry GFP, 3 h; median GFP as percent of DMSO wells; GFP response vs DMSO, % at 10 µM;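 active means GFP response vs DMSO above a set limit, about the screen mean plus 3 SD, cut at about 150% in these data; inconclusive means under 70 cell events counted for the yeast strain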
RPL19A-GFP yeast = yeast TOR pathway RPL19A-GFP modulation; S. cerevisiae RPL19A-GFP strain, flow cytometry, 3 h; hits give low values; 0.3% of 330,000 active; percent response vs DMSO, % at 10 µM;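 active means percent response vs DMSO below 50%; inconclusive means fewer than 70 events counted for the yeast strain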;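 further: median channel GFP fluorescence of the barcoded RPL19A-GFP strain; ratio of sample median GFP to plate DMSO average so 100% = DMSO; lower means less RPL19A-GFP as with rapamycin TOR inhibition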
AGP1-GFP MLPCN = yeast TOR pathway AGP1-GFP modulation; S. cerevisiae AGP1-GFP multiplex flow cytometry, 3 h; GFP as percent of DMSO wells; 0.02% of 320,000 active; GFP response vs DMSO, % at 10 µM;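 active means GFP response relative to DMSO above a set limit, near screen average plus 3 SD, cut at about 150% in these data; inconclusive means fewer than 70 cells counted for the yeast strain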;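 further: median GFP channel fluorescence of the gated AGP1 strain per well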
procasp7 counter = counter-screen: procaspase-7 (human) activation; 0.093% of 330,000 active; recombinant procaspase-7, Ac-DEVD-pNA absorbance 405 nm; D23A/D198A/D206A triple mutant, cannot self-cleave; scale: DMSO 0, 5 µM enzyme 100; activation, % at 8.5 µM; P55210;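 active means percent activation above the screen-wide mean plus 3 SD, cut at about 25% in these data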
Target sequence (P55210 whole entry D23A/D198A/D206A): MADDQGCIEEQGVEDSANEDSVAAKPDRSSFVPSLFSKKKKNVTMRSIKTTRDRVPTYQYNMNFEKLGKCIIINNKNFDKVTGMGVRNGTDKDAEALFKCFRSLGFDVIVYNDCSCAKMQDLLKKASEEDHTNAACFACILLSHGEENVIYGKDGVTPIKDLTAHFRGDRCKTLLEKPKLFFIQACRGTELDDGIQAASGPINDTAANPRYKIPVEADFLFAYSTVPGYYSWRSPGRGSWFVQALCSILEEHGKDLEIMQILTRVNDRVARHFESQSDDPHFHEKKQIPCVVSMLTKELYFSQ
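Test system: Procaspase-7 triple mutant (PC-7 D3A). Also added: Ac-DEVD-pNA substrate, 400 µM as added. Schedule: 1 h enzyme–compound preincubation and 2 h substrate reaction, both 25 °C. Signal: p-Nitroaniline absorbance at 405 nm, read at 0 and 120 min. Control set: low DMSO alone, high DMSO plus 5 µM PC-7.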
AHR act = activators of human aryl hydrocarbon receptor; P35869; AHR-responsive luciferase reporter cells, luminescence; activation, % at 5 µM; 2.5% of 320,000 active; in the data active means activation above about 47%;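 further: 0% = vehicle wells and 100% = reference agonist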
* hit, by the source's call; ? = inconclusive; [ ] = dose if it differs, or a comment.

SMILES	proCasp3 act	CIT2 TOR yeast	MEP2 TOR yeast	LAP4 TOR yeast	RPL19A-GFP yeast	AGP1-GFP MLPCN	procasp7 counter	AHR act
COc1ccc(/C=C(/NC(=O)c2ccco2)C(=O)Nc2cccc(C(=O)O)c2)cc1	6.8	105.3	106.2	96.5	103.0	100.8	-1.4	0.3
COC(=O)c1ccc(COC(=O)CNS(=O)(=O)c2ccc(C)cc2)cc1	1.8	97.1	93.8	97.3	96.6	95.2	11.1	1.6
Cc1c(C(=O)N/N=C/c2ccc(O)c(Br)c2)sc(N)c1C#N	-9.5	106.6	94.8	81.1	96.1	94.6	-17.6	12.1
COc1ccccc1NC(=O)CC(=O)CSc1nnc(-c2ccc(C)cc2)n1C	6.9	94.5	104.6	95.9	97.5	95.8	-1.1	14.3
Cc1cc(Cl)ccc1Oc1nc(-c2ccc(F)cc2)ccc1C#N	-1.1	99.2	97.3	96.6	97.3	102.9	14.2	9.4
COc1cc2c(cc1OC)C(Nc1ccc(S(N)(=O)=O)cc1)=NC(C)(C)C2	-0.1	113.7	103.5	103.1	112.5	105.9	-4.9	1.0
CCOC(=O)Cc1csc(NC(=O)c2cccs2)n1	0.1	106.4	102.9	101.5	99.4	99.0	-0.1	-0.2
COc1ccc(C)cc1NC(=O)CNCc1cccs1	-0.4	101.2	101.3	99.5	95.6	96.2	6.2	0.8
O=C(Nc1ccncc1)Nc1ccc(F)cc1F	-3.0	98.5	100.1	102.4	100.1	106.6	-13.2	4.2
Cc1ccccc1N=C1Nc2ccccc2CS1	3.2	?	153.6[may fluoresce violet]	105.0[may fluoresce violet]	64.3	48.0	-1.3	-8.7
COc1cc(CC2COC(c3ccc(O)c(OC)c3)C2COC(C)=O)ccc1O (stereo unspecified)	1.4	98.9	115.9	105.7	99.6	104.8	6.0	-0.4
Cc1ccccc1C(=O)Nc1c(C(=O)N(CCN(C)C)Cc2ccco2)oc2ccccc12	-6.2	106.3	104.7	104.0	106.3	112.3	1.2	0.3
CC(O)[C@H]1CNC(=O)C(=O)N1CCC12CC3CC(CC(C3)C1)C2 (stereo partly specified)	5.6	103.3	103.2	94.2	107.1	111.5	11.8	-0.1
CN1CCN(C(=S)NC(=O)/C=C/c2ccccc2)CC1	4.6	106.8	110.2	104.1	105.3	120.0	5.8	1.4
Cc1cccc(NC(=O)CN2C(=O)COc3ccc(Cl)cc32)c1C	2.3	103.9	98.7	101.2	101.9	105.4	-1.3	1.0
Cc1ccc(S(=O)(=O)n2nc(OC(=O)C(C)(C)C)cc2N)cc1	-20.1	98.0	100.5	107.3	106.8	105.4	-10.3	1.2
Cc1ccc(S(=O)(=O)NCCNC(=O)N2CCOCC2)cc1	-2.6	98.5	101.4	98.9	94.2	95.3	-0.2	1.4
C=C(C)CC1(NC(C)c2ccccc2)CCCCC1 (stereo unspecified)	-7.7	101.5	102.7	94.5	96.2	97.9	0.4	-0.1
CCN(CC(=O)Nc1ccc(NC(C)=O)cc1)CC(=O)Nc1ccc(F)c(Cl)c1	6.7	107.7	99.3	102.4	103.5	115.9	9.6	3.3
CCN(CC)CCn1c(NCc2ccc(C)o2)nc2ccccc21	-9.4	115.8	103.9	109.5	107.4	108.0	-5.5	9.7
Cc1cc(C)c(C(=O)N2CCC(N3CCC(C(=O)NC(C)C)CC3)CC2)o1	-4.1	120.6	98.0	78.7	105.6	97.3	-9.2	1.9
CN(CCO)c1cc(N2CCCCC2)c2nonc2c1[N+](=O)[O-]	-3.5	99.0	101.5	99.8	103.5	102.0	-5.2	2.9
N#C/C(=N\Nc1cccc([N+](=O)[O-])c1)C(=O)c1ccc(Br)cc1	-4.9	90.6	106.4	98.3	106.8	105.9	-8.3	21.4
O=C(NCc1ccc(Cl)cc1)C1CCN(C(=O)Cc2ccccc2)CC1	-1.7	108.6	106.3	103.7	107.3	107.6	-0.9	3.3
CSc1nc(O)c(C(c2ccccc2)c2c(O)nc(SC)[nH]c2=O)c(=O)[nH]1	-0.2	115.6	114.2	94.9	110.5	108.1	-5.2	-1.9
O=C(CC1OC(=O)c2ccccc21)Nc1ccccc1N1CCOCC1 (stereo unspecified)	2.8	103.4	103.9	100.9	95.3	98.7	6.0	8.8
COc1cc(C(=O)Nc2oc(-c3ccccc3)c(-c3ccccc3)c2C#N)cc(OC)c1OC	4.1	106.9	100.2	113.5	104.3	109.7	19.3	-0.6
CCN1CCN(C(=O)c2ccc(S(=O)(=O)Nc3ccccc3)cc2)CC1	-4.7	99.5	97.2	100.0	98.3	102.5	-1.2	-0.7
CCOC(=O)CSc1nc(C2CC2)cc(-c2ccc(Cl)cc2)c1C#N	-10.1	96.3	99.5	88.3	97.9	92.0	-11.1	-0.2
OCCC1CN(CCCc2ccccc2)CCN1Cc1ccccc1 (stereo unspecified)	-9.8	101.4	107.4	93.6	99.9	96.2	3.6	2.4
CCn1c(N2CCN(Cc3ccc([N+](=O)[O-])cc3)CC2)nc2ccccc21	-0.9	106.2	108.1	93.2	105.0	100.2	11.0	-3.6
COc1cc(C)c(Cl)cc1S(=O)(=O)n1ccnc1C	10.6	108.9	108.5	101.8	104.3	108.5	-0.2	-2.0
CCN1CCN(C(=O)c2sc3nc(C)nc(N4CCC(C)CC4)c3c2C)CC1	-0.8	104.4	101.8	94.3	97.7	103.9	8.8	-0.9
O=C(N/N=C/c1cccnc1)c1ccc(NC(=O)c2ccc(F)cc2)cc1	3.1	86.7	99.6	106.8	97.7	93.3	1.0	3.3
N/C(=N\OC(=O)Cc1ccccc1[N+](=O)[O-])c1ccccn1	2.5	101.6	103.0	106.1	100.3	104.6	8.6	4.7
COc1cc2c(cc1OC)C(C)N(C(=O)Cn1ncc3c1-c1cc(C)ccc1OC3)CC2 (stereo unspecified)	1.6	107.1	105.1	97.4	99.3	105.2	10.1	-1.0

3 records drawn at random from those above, as already listed:
SMILES	proCasp3 act	CIT2 TOR yeast	MEP2 TOR yeast	LAP4 TOR yeast	RPL19A-GFP yeast	AGP1-GFP MLPCN	procasp7 counter	AHR act
Cc1cc(C)c(C(=O)N2CCC(N3CCC(C(=O)NC(C)C)CC3)CC2)o1	-4.1	120.6	98.0	78.7	105.6	97.3	-9.2	1.9
COc1cc(C)c(Cl)cc1S(=O)(=O)n1ccnc1C	10.6	108.9	108.5	101.8	104.3	108.5	-0.2	-2.0
CCN(CC)CCn1c(NCc2ccc(C)o2)nc2ccccc21	-9.4	115.8	103.9	109.5	107.4	108.0	-5.5	9.7

(list continues)
SMILES	proCasp3 act	CIT2 TOR yeast	MEP2 TOR yeast	LAP4 TOR yeast	RPL19A-GFP yeast	AGP1-GFP MLPCN	procasp7 counter	AHR act
CCOC(=O)N1CCN(S(=O)(=O)c2ccc(C(=O)N(CCCN(C)C)c3nc4ccc(OC)cc4s3)cc2)CC1	-1.1	110.2	114.5	139.4	99.9	116.1	0.1	-7.0
CC(=O)N1CCN(C(=O)CNC(=O)c2cccs2)CC1	-1.3	107.0	104.8	99.8	102.7	104.9	13.4	-0.2
O=C(Oc1cccc([N+](=O)[O-])c1)N1CCCCC1	1.0	98.0	100.2	92.7	97.5	97.7	-2.8	1.8
CCn1c(COc2cccc(OC)c2)nnc1SCC(=O)N1CCOCC1	7.3	101.7	98.8	102.4	100.5	100.5	3.8	-1.5
O=C(Nc1ccc(Oc2ncnc3cc(Cl)ccc23)nc1)c1ccc(F)cc1	-3.4	93.3	101.6	104.5	97.4	102.3	7.0	2.9
O=C(NC(=S)Nc1ccccc1Cl)c1ccco1	5.1	102.1	104.6	91.8	101.2	89.6	-14.0	8.4
CC(Oc1ccccc1)C(=O)N=C1SC2CS(=O)(=O)CC2N1Cc1ccccc1 (stereo unspecified)	1.1	94.4	85.9	80.1	86.8	83.1	7.8	1.9
COc1cc2[nH]c(C(=O)N(C)Cc3ccccc3)cc2c(OC)c1OC	-7.7	93.2	110.7	104.9	102.2	91.5	-3.7	6.5
CC1(C2CC2)NC(=O)N(CC(=O)N2CCN(c3cccc(C(F)(F)F)c3)CC2)C1=O (stereo unspecified)	3.6	122.6	104.0	87.1	102.8	102.8	6.4	4.3
Nc1cc(=O)[nH]c(SCc2ccc(Cl)cc2)n1	-4.1	95.9	92.8	97.7	94.8	101.2	1.1	0.0
O=C1NC(c2ccc(-c3ccccc3[N+](=O)[O-])o2)C(C(=O)c2ccccc2)C(O)(C(F)(F)F)N1 (stereo unspecified)	6.3	96.9	103.9	101.9	101.3	98.1	-0.3	3.8
NCCOc1cnn(-c2ccccc2Cl)c(=O)c1Cl	-3.6	95.6	101.5	97.5	99.2	105.6	11.6	-0.4
CCCNC(=O)C(Cc1cccc(OC)c1)NC(=O)c1ccc(C#N)cc1 (stereo unspecified)	7.5	97.3	95.6	98.8	94.8	97.8	-5.9	1.0
O=S(=O)(c1ccc(Cl)cc1)n1ccc(-c2cccc(OCc3c(F)cccc3Cl)c2)n1	-3.0	99.4	101.1	99.7	102.8	101.8	13.8	4.9
CC(C)(C)c1ccc(C(=O)NCCC(=O)NNC(=O)COc2ccc(F)cc2)cc1	3.3	87.2	94.0	99.8	96.5	100.2	0.7	0.4
COc1cccc(CN2CCN(Cc3nc(C(C)C)cs3)CC2CCO)c1 (stereo unspecified)	-1.8	105.8	105.5	96.8	108.2	104.5	-3.2	1.4
CC(C)CC(=O)N(Cc1ccc(F)cc1)C1CCS(=O)(=O)C1 (stereo unspecified)	8.9	96.9	97.6	89.5	96.7	95.0	-0.9	1.5
CCC(OC(=O)c1nsc(Cl)c1Cl)C(=O)NCC1CCCO1 (stereo unspecified)	6.3	85.8	88.3	80.9	84.6	78.0	1.0	1.3
C=CCn1c(SCc2nc3ccccc3[nH]2)nnc1-c1cccc(OC)c1	-2.0	100.0	97.0	95.4	102.4	106.1	-5.2	8.9
Fc1ccc(N2N=C(c3cccs3)CC2c2ccco2)c(F)c1 (stereo unspecified)	40.0*	95.4	95.7	96.5	100.6	93.3	51.0*	1.4
Cc1noc(/C=C/N(C)C)c1S(=O)(=O)N1CCC(C(=O)Nc2ccc(Cl)cc2)CC1	-4.6	98.8	94.5	90.9	95.1	97.3	6.7	0.3
O=C(Cn1cnc2cc([N+](=O)[O-])ccc2c1=O)NCc1ccccc1	-6.6	97.0	102.6	99.8	102.2	106.3	3.3	-0.3
CC(=O)NC1=NN(C(C)=O)C(c2ccc(F)cc2)S1 (stereo unspecified)	-6.9	109.5	101.1	107.7	99.0	108.9	0.7	0.8
COCCNC(=O)c1ccc(CS(=O)(=O)c2cccc(C(F)(F)F)c2)o1	11.4	?	?	?	?	80.2[may fluoresce red and violet]	0.2	0.8
Cc1cc(C)c(-c2csc(NC(=O)C3=NN(c4ccccc4)C(=O)CC3)n2)c(C)c1	-8.4	107.6	109.3	101.3	108.0	106.0	-4.2	16.2
COc1ccc(/C=N/NC(=O)Cn2c(Cc3ccc(OC)c(OC)c3)nc3ccccc32)cc1	-12.9	98.7	99.6	84.5	100.0	90.3	1.8	0.9
COc1ccc(NC(=O)CSc2nc3ccccc3c(=O)n2CCNC(C)=O)c(OC)c1	-0.9	103.5	101.9	109.1	103.4	99.7	6.3	0.5
